From PubChem
Rab9 prom act = activators of Rab9 promoter; AID 485297; Huh7 Rab9 promoter-luciferase reporter, luminescence, 24 h; 320,000 compounds, 2.8% hits; Potency, µM (top dose mostly 9.22 µM), inactives show at the top dose activation, negative = inhibition, actives largely listed as activators; note: potency is the fitted concentration of half-maximal effect; % of control where 0% means no effect; nearly all actives have a fitted effect of over 60% in size
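Huh7 cells stably carrying Rab9 promoter–luciferase reporter, plated 1500 cells/well, compound added after 2 h and incubated 24 h at 37 °C; luciferase luminescence then read after 10 min with detection reagent.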
MBNL1 CUG block = inhibitors of human MBNL1 binding to CUG repeat RNA; Q9NR56; Potency, µM (top dose mostly 57.5 µM), inactives show top-dose activity change, negative = inhibition, usual class: inhibitors; TR-FRET MBNL1-His/biotin-(CUG)12 binding, 665/545 ratio; 280,000 compounds, 0.036% hits; active = well fitted inhibition curve with a large enough effect in the signal ratio, with a control signal flat, not every such curve was filed as active; inconclusive = small, poorly fitted or top-dose-only effect, or effect the other way, or a change in a side signal; inactive = no such curve, though single readings can be large or run the other way; the % refers to the signal ratio; note: potency is the fitted concentration of half-maximal effect; % is set by controls: 0 for no effect and ±100 for the full control effect
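MBNL1-His + Biotin-(CUG)12, cpd titration 92 nM–58 uM; Tb anti-His Ab 0.055 ng/ul, SA-XL665 5 nM (final); 60 min RT; ratiometric 665/545 nm, Ex 340 nm; normalized to buffer and full-complex controls.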
NPC1 prom act = NPC1 promoter activation; Huh7 NPC1 promoter luciferase reporter, 24 h; Potency, µM (top dose mostly 9.22 µM), without a hit: at the highest dose activation, usual class: activators; 320,000 compounds, 2.4% hits; AID 485313;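 note: potency is the fitted concentration of half-maximal effect; % of control where 0% means no effect; nearly all actives have a fitted effect of over 60% in size; reporter is driven by a mutant NPC1 promoter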
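In 1536-well qHTS, Huh7 cells harboring an NPC1 promoter–luciferase construct received compound for 24 h; activation was quantified by luminescence following luciferase reagent addition.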
KCNH2 3.1 block = KCNH2 3.1 (human) potassium channel inhibition; U2OS KCNH2 3.1, thallium flux FluxOr; stronger effect = lower value; activity change, % (tested at about 1.8 µM); 340,000 compounds, 0.95% hits;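 active = maximum activity change below -70%; inconclusive = maximum activity change from -70% to -50%; inactive = maximum activity change above -50%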;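 note: thallium influx rate constant from kinetic fluorescence after stimulation buffer; % is set by controls: 0 for no effect and ±100 for the full control effect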
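Thallium flux via FluxOr fluorescence (Red40 quencher, 45 min loading) in U2OS cells virally expressing the KCNH2 3.1 isoform (1.77 x 10^8 /mL virus, overnight at 37 C). Rate constants from 2-min kinetic reads post-stimulation, normalised to positive and negative controls.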
Menin MLL FP TR = menin-MLL binding inhibition, Texas Red mutant peptide. Potency, µM (top dose mostly 61.6 µM), without a hit: at the top dose FP activity change, negative = inhibition, most hits filed as inhibitors. O00255. Menin + Texas Red MLL mutant peptide, fluorescence polarization. 270,000 compounds, 0.23% hits; active = well fitted inhibition curve with a large enough effect in the polarisation, with a control signal flat, not every such curve was filed as active; inconclusive = small, poorly fitted or top-dose-only effect, or effect the other way, or a change in a side signal; inactive = no such curve, though single readings can be large or run the other way; the % refers to the polarisation; note: potency is the fitted concentration of half-maximal effect; % of control where 0% means no effect; many of its hits are not listed in these tables
RORgamma inh = blocks mouse ROR gamma transcriptional activity; 310,000 compounds, 5.4% hits; Drosophila S2 Gal4-RORgamma UAS-luciferase reporter, 20 h; Potency, µM (top dose mostly 53.6 µM), without a hit: top-dose activity change, negative = inhibition, actives largely listed as inhibitors; P51450; note: potency is the fitted concentration of half-maximal effect; % is set by controls: 0 for no effect and ±100 for the full control effect; nearly all actives have a fitted effect of over 60% in size
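Drosophila Schneider cells stably carrying a metallothionein-driven Gal4 DBD–ROR gamma fusion and a UAS-Photinus luciferase reporter were exposed to compound for 1 hr, then induced with copper sulfate (700 uM final) for 20 hr at ambient temperature before luminescence reading.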
FLuc counter = inhibits or activates purified firefly luciferase, miR-21 counter-screen; P08659; AID 588342; Potency, µM (highest dose often 57.5 µM), without a hit: at the highest dose activity change, negative = inhibition, actives largely listed as inhibitors; 360,000 compounds, 6.9% hits; purified FLuc, Km substrates, luminescence inhibition;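 note: potency is the fitted concentration of half-maximal effect; plate controls were vehicle for no effect and reference inhibitor for full effect; nearly all actives have a fitted effect of over 55% in size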
Target sequence (P08659 whole entry, looked up): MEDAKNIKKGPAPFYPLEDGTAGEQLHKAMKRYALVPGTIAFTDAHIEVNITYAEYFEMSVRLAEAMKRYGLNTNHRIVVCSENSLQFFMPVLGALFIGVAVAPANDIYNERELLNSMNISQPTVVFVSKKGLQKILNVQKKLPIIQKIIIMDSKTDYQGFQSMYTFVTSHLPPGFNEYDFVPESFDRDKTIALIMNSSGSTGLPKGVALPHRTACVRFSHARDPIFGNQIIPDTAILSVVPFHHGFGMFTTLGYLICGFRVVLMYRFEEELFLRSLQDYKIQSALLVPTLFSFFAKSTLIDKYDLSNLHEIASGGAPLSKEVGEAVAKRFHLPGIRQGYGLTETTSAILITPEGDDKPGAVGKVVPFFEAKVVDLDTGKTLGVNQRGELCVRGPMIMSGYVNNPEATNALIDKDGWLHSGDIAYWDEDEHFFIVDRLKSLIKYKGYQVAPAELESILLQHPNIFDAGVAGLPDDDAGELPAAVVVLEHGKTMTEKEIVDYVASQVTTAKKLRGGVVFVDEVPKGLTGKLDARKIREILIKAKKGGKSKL
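Purified P. pyralis luciferase (10nM final) with 10uM D-luciferin and 10uM ATP (Km levels) in 50mM Tris acetate pH 7.5, 10mM Mg acetate, 0.01% Tween-20, 0.05% BSA; qHTS 6-point titration, ~60 µM downward; luminescence read.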
ELG1 DNA repair = ELG1-dependent DNA repair inhibition; Potency, µM (titrated, usually from 46.1 µM), without a hit: at the top dose activity change, negative = inhibition, actives largely listed as inhibitors; HEK293T ELG1-luciferase reporter, luminescence, 16 h; DNA damage induced by 5-fluorouridine; 330,000 compounds, 2.3% hits; note: potency is the fitted concentration of half-maximal effect; % is set by controls: 0 for no effect and ±100 for the full control effect; nearly all actives have a fitted effect of over 55% in size
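Quantitative HTS, concentration-response format. 2,000 cells/well co-treated with 5-fluorouridine and compound, 16 hr in 5% CO2 at 37 °C; ONE-Glo luminescence read after 30 min.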
Mito fusion act = inhibitors of mitochondrial division or activators of mitochondrial fusion; S. cerevisiae fusion-defective mutant growth rescue, CellTiterGlo 48 h; Potency, µM (doses to about 46.1 µM), for inactives: at the highest dose growth rescue (activation), most hits filed as activators; 320,000 compounds, 0.23% hits; AID 485298;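 note: potency is the fitted concentration of half-maximal effect; % of control where 0% means no effect; nearly all actives have a fitted effect of over 45% in size; temperature-sensitive fusion mutants such as fzo1-1 at 37 °C on non-fermentable ethanol glycerol medium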
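S. cerevisiae fusion-defective temperature-sensitive mutants (e.g. fzo1-1, mgm1-5) grown 48 h at 37C in YPEG (ethanol/glycerol non-fermentable) medium with 23 nl compound per well; growth rescue read as CellTiterGlo luminescence.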
VP16 counter = inhibits Gal4-VP16 luciferase reporter, ROR gamma counter-screen; Potency, µM (doses to about 53.6 µM), inactives show at the top dose activity, negative = inhibition, usual class: inhibitors; 310,000 compounds, 3.5% hits; Drosophila S2 Gal4-VP16 UAS-luciferase, luminescence, 20 h;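 note: Gal4-VP16 expression switched on by copper sulfate through the metallothionein promoter; potency is the fitted concentration of half-maximal effect; % is set by controls: 0 for no effect and ±100 for the full control effect; nearly all actives have a fitted effect of over 50% in size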
PKM2 activator = activators of human pyruvate kinase M2. P14618. Potency, µM (series often up to 57.5 µM), for inactives: top-dose activation, hits mostly activators. AID 1631. purified PKM2, Kinase-Glo ATP luminescence, activation; response scale: 0% is enzyme alone, no compound. 260,000 compounds, 0.34% hits; note: potency is the fitted concentration of half-maximal effect; % is set by controls: 0 for no effect and ±100 for the full control effect; nearly all actives have a fitted effect of over 55% in size
Target sequence (P14618 whole entry, looked up): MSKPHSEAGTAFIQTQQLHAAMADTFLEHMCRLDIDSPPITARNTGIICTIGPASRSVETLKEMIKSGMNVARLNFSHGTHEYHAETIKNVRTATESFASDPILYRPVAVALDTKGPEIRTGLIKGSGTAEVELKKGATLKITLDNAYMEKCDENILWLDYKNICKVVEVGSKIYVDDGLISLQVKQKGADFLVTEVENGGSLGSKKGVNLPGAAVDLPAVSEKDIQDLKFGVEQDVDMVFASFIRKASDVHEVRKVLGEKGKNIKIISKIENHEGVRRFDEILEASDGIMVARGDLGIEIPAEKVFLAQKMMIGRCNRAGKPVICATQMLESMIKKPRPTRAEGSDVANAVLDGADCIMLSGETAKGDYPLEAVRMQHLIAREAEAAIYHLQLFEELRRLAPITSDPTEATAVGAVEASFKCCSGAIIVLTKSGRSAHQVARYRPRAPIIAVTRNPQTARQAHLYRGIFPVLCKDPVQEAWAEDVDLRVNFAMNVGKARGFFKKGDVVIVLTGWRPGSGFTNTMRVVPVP
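Purified hPK-M2 (>95% pure) converted ADP (0.1 mM final) to ATP with 0.5 mM PEP in 50 mM imidazole pH7.2, KCl, MgCl2, Tween 20, BSA; 1 h at room temperature. ATP detected by Kinase-Glo luminescence.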
Numbers without * were called inactive; ? = inconclusive; nt = not tested or not shown; & = joins results of further samples; [ ] = another dose, or the depositor's remark. Unless noted, calls come from the whole dose curve; as a rule, active = well fitted curve in the direction sought with a large enough effect; inconclusive = small, poorly fitted or top-dose-only effect, or another doubt; inactive = no such curve, though single readings can be large; an effect the other way counts as inactive or inconclusive. This is a subset (hit frequency here may not be typical).

smiles	FLuc counter	VP16 counter	NPC1 prom act	Menin MLL FP TR	Rab9 prom act	Mito fusion act	PKM2 activator	ELG1 DNA repair	KCNH2 3.1 block	MBNL1 CUG block	RORgamma inh
O=S(=O)(CCc1ccncc1)Cc1ccc2c3c(cccc13)CC2	4%	-15%	0%	nt	-3%	-2%	6%	-18%	-39	?	42%
COc1ccc(C2C(C#N)=C(N)Oc3n[nH]c(C)c32)cc1Cn1cc([N+](=O)[O-])cn1 (stereo unspecified)	10%	-3%	-4%	14%	16%	4%	7%	-10%	-18	11%	23%
CCCSC1=NN2CCCC(=O)N=C2S1	-12%	6%	20%	1%	26%	10%	-8%	?	0	-8%	0%
Cc1ccccc1OCCNC(=S)Nc1ccccc1	-1%	5.6µM*	6%	26%	-5%	-3%	-2%	-15%	1	-9%	3.2µM*
O=C(Nc1ccc2c(c1)OCO2)C1CCCN1C(=O)Nc1cccc(F)c1 (stereo unspecified)	-2%	-5%	-3%	3%	13%	-1%	-3%	?	3	0%	-2%
COCC(=O)NNC(=O)Cc1ccc(Cl)cc1	-3%	3%	-3%	2%	-8%	-6%	-1%	6%	26	0%	-5%
C=CCOc1ccc(/C(CC)=N/O)cc1OC	-3%	3%	1%	6%	-3%	-1%	2%	?	-6	-8%	18%
Cc1ccc(C2(c3noc(CN(C)CC4CCCCO4)n3)CCCC2)cc1 (stereo unspecified)	4%	-22%	-8%	-21%	-4%	5%	1%	-8%	3	1%	-8%
O=C(Cn1ccc(C(F)(F)F)n1)NNC(=O)c1ccco1	0%	nt	-2%	nt	-7%	-2%	nt	3%	1	nt	nt
O=C(CS(=O)(=O)Cc1ccccc1)NCc1ccc2c(c1)OCO2	-4%	0%	-11%	-14%	3%	-14%	-8%	nt	3	-9%	32%
O=C(COC(=O)c1cnccn1)Nc1c(Cl)cc(Cl)cc1Cl	2%	nt	-2%	nt	-3%	1%	nt	4%	1	nt	nt
Cc1nn(-c2ccc(N3CCOCC3)nn2)c(C)c1CCC(=O)Nc1ccc(F)cc1	?	4%	0%	-10%	12%	0%	nt	25%	12	1%	10%
CN1C(=O)N(c2ccc(Cl)cc2)C(C)(O)CC1(C)C (stereo unspecified)	2%	-9%	-2%	-4%	-5%	9%	nt	-2%	3	-2%	-3%
COc1ccc(-c2ccc(-c3noc(C4CCCCC4)n3)c(OC)n2)cc1	?	-17%	2%	9%	-2%	-9%	-5%	4%	7	10%	-38%
O=S(=O)(Nc1ccc(-c2csc(-c3ccccc3)n2)cc1)c1ccccc1	-15%	-28%	-4%	?	-1%	-26%	1%	10%	18	0%	?
O=C(Nc1ccccc1)O/N=C/c1ccc(F)cc1	2.4µM*	?	0.63µM*	7%	0.79µM*	-4%	0%	?	2	-3%	10µM*
O=C(O)c1ccccc1C(=O)N1CCN(c2cccc(Cl)c2)CC1	2%	5%	1%	-11%	1%	2%	-19%	?	5	-10%	-30%
CC(=O)Nc1ccc(S(=O)(=O)Nc2ccc(-n3cnnn3)cc2)cc1	-2%	nt	0%	nt	-5%	0%	nt	5%	-10	nt	nt
CN(C)/C(Cn1cncn1)=C1/N=C(c2c(F)cccc2F)OC1=O	-1%	-13%	-3%	4%	4%	1%	25µM*	13%	-6	6%	-9%
Cc1[nH]n(-c2ccccc2)c(=O)c1/C=N/NC(=O)c1ccccc1F	?	1µM*	-42%[inhibitor]	?	-28%	-8%	nt	2.3µM*	16	6%	0.5µM*
Cc1oc(-c2ccc(Cl)cc2)nc1CN1CCC(C(=O)NCc2cccs2)CC1	-6%	4%	-1%	-11%	2%	-4%	-2%	?	-47	0%	0%
Cc1ccc(C(=O)Nc2ccc(Cl)cc2C)c(Cl)c1	1.7µM*	-24%	0.89µM*	-24%	3.2µM*	12%	13%	?	-10	-6%	-2%
C=CCn1c(=O)c2c(nc3n2CC(C)CN3c2cccc(OC)c2)n(C)c1=O (stereo unspecified)	0%	1%	-1%	-2%	-3%	-1%	-7%	?	32	14%	-12%
CCOc1ccc(NC(=O)COC(=O)c2cc(S(=O)(=O)N3CCCC3)ccc2C)cc1	?	nt	-3%	nt	-3%	6%	nt	-23%	3	nt	nt
Cc1ccc(S(=O)(=O)N2CCSC2C(=O)O)cc1 (stereo unspecified)	5%	-2%	-3%	4%	-2%	2%	-2%	-1%	6	4%	?
COc1ccc(C2/C(=C(/O)c3ccc4c(c3)CC(C)O4)C(=O)C(=O)N2CCN2CCOCC2)cc1 (stereo unspecified)	1%	-5%	2%	-17%	5%	1%	0%	-17%	2	13%	25%
COc1ccc2cc(C(=O)NCc3ccco3)c(=Nc3ccc(C(=O)O)cc3)oc2c1	?	2.8µM*	7%	0%	7%	8%	4%	?	9	31%[activator]	1.1µM*
COc1ccc(N(CC(=O)Nc2ccc(OC)c(OC)c2)S(=O)(=O)c2ccccc2)cc1Cl	-1%	3%	-2%	?	10%	4%	-2%[11.5 µM]	?	7	7%	30%
O=C(NCc1ccccn1)c1ccc(S(=O)(=O)Nc2ccccc2F)cc1	0%	8%	-7%	nt	8%	-6%	nt	-9%	5	-13%	-7%
COC(=O)c1ccc(C2/C(=C(/O)c3ccc(OC(C)C)cc3)C(=O)C(=O)N2c2cc(C)on2)cc1 (stereo unspecified)	3%	-10%	-4%	28%	-6%	8%	1%	3%	-8	22%	-11%
CSc1ncccc1C(=O)OCc1c(F)cccc1Cl	?	-21%	-1%	0%	3%	23%	12%	?	10	2%	0%
CN(C)c1ccc(-c2nc3cc(N)ccc3o2)cc1	0.19µM*	7.1µM*	0.32µM*	?	0.32µM*	-7%	0%[11.5 µM]	?	-4	60%[activator]	7.9µM*
CC1CCN(S(=O)(=O)c2ccc3c(c2)N(CC(=O)N(C)Cc2ccco2)C(=O)CO3)CC1	0%	-8%	0%	-8%	0%	12%	nt	-1%	-19	2%	7%
Cn1cc(C(=O)N2CCCCCC2)c(=O)c2cc(S(=O)(=O)N3CCCCC3)ccc21	-2%	2%	-4%	nt	-2%	3%	nt	26%	7	-7%	2%
Cc1cc2c(c(=O)o1)C(c1ccc([N+](=O)[O-])o1)C(C#N)=C(N)O2 (stereo unspecified)	4%	-1%	-2%	nt	8%	-4%	10%	?	20	?	-3%
CC(C)(C)C(=O)NC1(C(F)(F)F)NC(=O)N(c2ccc(F)cc2)C1=O (stereo unspecified)	0%&1%	1%	-1%	5%	-2%	-4%	0%	5%	-3	2%	-4%
CSc1nnc(-c2ccc(C(F)(F)F)cn2)o1	-13%	-15%	2%	nt	8%	-4%	-4%	?	-1	nt	34%
Brc1ccc(Cn2c(-c3cncs3)nc3ccccc32)cc1	?	6.3µM*	9%	11%	21%	11%	3%	?	-3	?	?
COc1ccc(OCC2CCCN(Cc3nc(CC4CC4)no3)C2)cc1 (stereo unspecified)	?	30%	-3%	?	3%	11%	7%	-6%	-5	2%	40%
CC1CC(C)CN(C(=O)c2cn(C)c3ccc(S(=O)(=O)N(C)C)cc3c2=O)C1 (stereo unspecified)	-2%	4%	-4%	6%[11.7 µM]	21%	2%	-2%	1%	21	7%	2%
O=C(c1ccc(CS(=O)(=O)c2ccccc2)o1)N1CCN(c2ncccn2)CC1	1%	5%	-2%	0%[11.7 µM]	1%	-1%	0%	-24%	-2	-2%	?
